Compound activity: PubChem, several laboratories
TNAP inh hi DEA: human TNAP enzyme inhibitors, primary screen, biochemical, luminescent, high phosphate acceptor level, uHTS | Alkaline phosphatase, tissue-nonspecific isozyme (Homo sapiens), P05186 | purified TNAP, CDP-star luminescence, 1 M DEA | inhibition, % at 20 µM | actives 0.03% (n = 200,000);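 active = over 50% inhibition of tissue-nonspecific alkaline phosphatase at 20 µM in the single-dose screen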;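 also: plate controls were DMSO wells for no effect and EDTA-quenched wells as full inhibition for full effect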
Target sequence (P05186 whole entry, looked up): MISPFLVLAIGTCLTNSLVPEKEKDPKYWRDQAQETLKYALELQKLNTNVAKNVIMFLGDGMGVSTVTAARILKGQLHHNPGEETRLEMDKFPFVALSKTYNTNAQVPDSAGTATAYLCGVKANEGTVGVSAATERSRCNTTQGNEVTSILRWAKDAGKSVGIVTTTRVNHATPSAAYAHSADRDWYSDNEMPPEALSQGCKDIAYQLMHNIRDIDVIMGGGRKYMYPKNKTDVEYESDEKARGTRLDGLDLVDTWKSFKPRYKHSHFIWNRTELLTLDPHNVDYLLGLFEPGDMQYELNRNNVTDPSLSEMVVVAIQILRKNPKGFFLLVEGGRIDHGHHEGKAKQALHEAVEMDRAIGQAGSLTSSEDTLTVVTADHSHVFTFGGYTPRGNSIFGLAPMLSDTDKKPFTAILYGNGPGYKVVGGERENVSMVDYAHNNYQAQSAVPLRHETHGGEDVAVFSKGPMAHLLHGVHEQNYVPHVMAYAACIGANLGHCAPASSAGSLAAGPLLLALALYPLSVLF
APP transl inh: inhibitors of APP translation via 5'UTR reporter, primary screen, APP 5'UTR luciferase, SH-SY5Y cells | SH-SY5Y APP 5'UTR-luciferase reporter, luminescence | inhibition, % at 2 µM | actives 0.82% (n = 190,000) | AID 1285, 2008;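 active = inhibition above a set limit, derived from the sample mean plus 3 SD, cut at about 45% in these data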; also: values of inactives mirror those of a sister screen read the other way
TNAP inh no acc: human TNAP enzyme inhibitors, primary screen, biochemical, luminescent, no phosphate acceptor, uHTS | Alkaline phosphatase, tissue-nonspecific isozyme (Homo sapiens), P05186 | actives 0.26% (n = 200,000) | purified TNAP, CDP-star luminescence, 30 min | inhibition, % at 20 µM;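 active = tissue-nonspecific alkaline phosphatase inhibition above about 50% at 20 µM in the single-dose screen, limit read from the data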;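 also: 0% = DMSO negative control and 100% = EDTA positive control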
L major viab: Leishmania major promastigote growth inhibition, primary screen | inhibition, % at 10 µM | actives 9% (n = 200,000) | Leishmania major promastigotes, resazurin fluorescence viability | AID 1063, 2008; in the data active = inhibition above about 50%;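 also: promastigotes grown with compound for 44 hours at 28 °C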
FLuc inhib CS: firefly luciferase enzyme inhibitors, primary screen, artefact control for luciferase-based inhibitor screens, biochemical, luminescence, ATPLite; 10 min; inhibition, % at 10 µM; actives 1.5% (n = 200,000); AID 1006, 2008;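 active = inhibition above about 50% when tested at 10 µM, limit read from the data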
Target sequence (P08659 whole entry, looked up): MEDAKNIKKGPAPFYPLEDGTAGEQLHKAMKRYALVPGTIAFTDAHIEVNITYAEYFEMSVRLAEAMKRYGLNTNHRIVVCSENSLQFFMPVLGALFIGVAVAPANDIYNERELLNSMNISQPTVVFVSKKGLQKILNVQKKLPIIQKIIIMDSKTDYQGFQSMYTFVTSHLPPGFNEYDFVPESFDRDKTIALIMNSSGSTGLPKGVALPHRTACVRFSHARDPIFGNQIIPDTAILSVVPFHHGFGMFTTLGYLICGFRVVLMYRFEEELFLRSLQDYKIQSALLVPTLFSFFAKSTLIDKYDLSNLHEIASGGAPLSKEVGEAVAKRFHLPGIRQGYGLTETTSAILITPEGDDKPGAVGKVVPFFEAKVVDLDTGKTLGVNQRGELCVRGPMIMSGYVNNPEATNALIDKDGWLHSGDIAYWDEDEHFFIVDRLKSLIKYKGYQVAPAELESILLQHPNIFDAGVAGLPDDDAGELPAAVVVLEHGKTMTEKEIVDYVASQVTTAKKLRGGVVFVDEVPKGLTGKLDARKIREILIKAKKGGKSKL
FLuc stim CS: FLuc activators, initial screening, artefact control for FLuc-dependent activation tests, biochemical, ATPlite luminescence; activation factor at 10 µM; Luciferin 4-monooxygenase (Photinus pyralis), P08659; ATPlite luciferase biochemical, 10 min; 0 = ATP-free wells, 1 = DMSO control; 200,000 tested, under 10 active;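 active = luciferase activation factor, scaled between plate controls, of at least 2 with compound at 10 µM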
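Assay system: Luciferase/luciferin reagent mix; Medium: PBS as buffer for the ATP substrate; Dosing: test compounds dosed from 2 mM stocks in 100% DMSO; Times: 10 min, room temperature; Signal: luminescence from luciferase reaction; Read-out: luciferase activation; Controls: No-ATP low control, compound-free enzyme-plus-ATP high control.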
bIAP inhibitor: bovine intestinal alkaline phosphatase inhibitors, primary screen, selectivity assay for TNAP inhibitor project, biochemical, bovine IAP, CDP-star luminescence | 190,000 tested, under 10 active | AID 1019, 2008 | alkaline phosphatase, intestinal [Bos taurus] | inhibition, % at 20 µM | purified bovine IAP, 30 min;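 active = over 50% inhibition of intestinal alkaline phosphatase at 20 µM in the single-dose screen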
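Assay system: bovine IAP enzyme; medium: DEA buffer 100 mM, pH 9.8, with MgCl2 1.0 mM, ZnCl2 0.02 mM; doses: 20 µM single dose; incubation: enzyme reaction for 30 min at room temperature; detection: CDP-star luminescence signal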
RAM inhibit: inhibitors of the yeast RAM network, primary screen, dse1pr::URA3 reporter, 5-FOA selection | S. cerevisiae dse1pr::URA3 reporter, 5-FOA growth OD615, 2 d; analog-sensitive cbk1-as2 kinase mutant strain | inhibition, % at 50 µM | actives 1.8% (n = 190,000);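 active = inhibition above a set limit, 3 SD over mean compound inhibition, cut at about 8.4% in these data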;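 also: 0% = DMSO-only wells with no growth and 100% = 10 µM 1-NA-PP1 full growth; inhibition rescues growth on 5-FOA so higher OD means more RAM inhibition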
TNAP act hiacc: TNAP activators at high phosphate acceptor level, primary screen, biochemical, luminescence, uHTS | 200,000 tested, under 10 active | activation factor at 20 µM | purified TNAP, CDP-star luminescence, 1 M DEA, 30 min; active compounds read high; 0 = EDTA background, 1 = DMSO-only activity;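 active = activation factor at least 2 at 20 µM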
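Test system – human TNAP · Doses – 20 µM single point · Incubation – 30 min, room temperature · Signal – luminescent substrate turnover signal · Read-out basis – activation factor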
bIAP activator: bovine intestinal alkaline phosphatase activators, primary screen, biochemical, bovine IAP, CDP-star luminescence | alkaline phosphatase, intestinal [Bos taurus] | purified bovine IAP, 30 min; active compounds read high; fold of DMSO-control signal, blank-subtracted | activation factor at 20 µM | actives 0.17% (n = 200,000) | AID 1016, 2008;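 active = activation factor of 2 or more at 20 µM, a signal rise over negative controls twice the positive control's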
Active calls of the source: *; . = not tested or not shown.

SMILES	TNAP inh hi DEA	APP transl inh	TNAP inh no acc	L major viab	FLuc inhib CS	FLuc stim CS	bIAP inhibitor	RAM inhibit	TNAP act hiacc	bIAP activator
CC(=O)Oc1ccc(Cl)cc1/C=C/c1cc(OC(C)=O)c2ccccc2n1	8	1	-9	-2	-1	1	-5	1.6	0.9	1.1
CC(C)N1C(=O)CCC1C(=O)N1CCN(c2ccccn2)CC1 (stereo not given)	-2	28	-10	-8	1	1	13	-0.8	1	0.9
COc1cc(C(c2c(C)[nH][nH]c2=O)c2c(C)[nH][nH]c2=O)ccc1OC(=O)c1cccc([N+](=O)[O-])c1	26	-1	-33	6	-9	1.1	-5	1.2	0.7	1.1
CC1(C)CC(=O)C(C(C2=C(O)CC(C)(C)CC2=O)c2ccc([N+](=O)[O-])cc2)C(=O)C1 (stereo not given)	4	6	-7	-6	-3	1	0	2.0	1	1
O=C(COc1ccc(Br)cc1)N/N=C1/SCC(=O)N1Cc1ccco1	-3	-4	-6	15	0	1	-12	-0.4	1	1.1
CCn1c(=O)cc(OCC(=O)Nc2ccccc2N2CCN(C)CC2)c2ccccc21	-6	30	-10	9	-7	1.1	2	1.0	1.1	1
COc1ccccc1CN(Cc1nc2ccccc2c(=O)[nH]1)S(=O)(=O)c1ccc2ccccc2c1	4	6	2	90*	-3	1	-1	3.0	1	1
CN1CC(=O)N(CC(=O)Nc2ccc(Br)cc2F)C1=O	-4	17	-13	6	-5	1.1	-2	3.2	1	1
Cc1ccc(S(=O)(=O)N2CCCC2C(=O)Nc2cc(C)on2)cc1 (stereo not given)	-8	5	-9	-1	-7	1.1	5	2.2	1.1	0.9
O=C(CSc1nnc(Cc2ccccc2)o1)N1CCOCC1	-5	6	-14	-7	-8	1.1	10	-0.1	1	0.9
COC(=O)C1=C(C)NC(C)=C(C(=O)OC)C1c1ccc(-c2cc(Cl)ccc2Cl)o1	0	16	-12	7	-4	1	.	4.2	1	0.3
O=[N+]([O-])c1cccc(N2Cc3ccccc3C2)c1	-1	-21	-9	-2	-6	1.1	-8	5.3	1	1.1
CCOC(=O)Cn1c(=O)oc2cc(S(=O)(=O)Nc3c(C)cc(C)cc3C)ccc21	-7	-15	-12	3	-3	1	11	3.6	1.1	0.9
COc1ccc(-c2nn(-c3ccccc3)cc2CO)cc1	-6	-16	-10	17	-1	1	0	-0.4	1.1	1
N#CCCn1cc(C(=O)Nc2ccccc2Br)c(-c2cccs2)n1	-4	-26	-10	-2	-6	1.1	2	1.6	1	1
CCCS(=O)(=O)N1CCC(C(=O)NCCc2ccccc2)CC1	-7	-8	-18	-3	-6	1.1	12	0.3	1.1	0.9
CCOc1ccc(C(=O)C[n+]2ccccc2C)cc1	-2	0	-14	-1	0	1	12	2.5	1	0.9
CC(C)(O[C@@H]1O[C@H](CO)[C@@H](O)[C@H](O)[C@H]1O)[C@H]1Cc2cc3ccc(=O)oc3cc2O1	-1	10	-1	-6	-6	1.1	-6	2.7	1	1.1
Cc1ccc(S(=O)(=O)c2nc(NCCN(C)C)sc2Cl)cc1	-7	-4	-2	89*	-9	1.1	3	0.8	1.1	1
CN1C(=O)/C(=C2\SC(=S)N(CC3CCCO3)C2=O)c2ccccc21 (stereo not given)	4	14	0	34	-4	1	27	1.0	1	0.7
O=C(CCN1CCOCC1)NNC(=S)NC(=O)c1ccccc1	-6	-3	-134	-9	0	1	-23	1.2	1.1	1.2
COc1ccccc1N1CCN(C(=O)CCc2ccc(S(=O)(=O)NC(C)C)cc2)CC1	-7	-4	-8	-3	-7	1.1	2	1.8	1.1	1
COc1ccccc1-c1cn(C(C)(C)C)nc1C	2	8	-9	1	-2	1	-10	-0.6	1	1.1
O=C(/C=C/c1ccccc1Cl)Nc1ccc(Cl)cn1	-3	-111	-11	-4	3	1	32	1.4	1	0.7

Molecules above that contain bromine, in the order listed:
SMILES	TNAP inh hi DEA	APP transl inh	TNAP inh no acc	L major viab	FLuc inhib CS	FLuc stim CS	bIAP inhibitor	RAM inhibit	TNAP act hiacc	bIAP activator
O=C(COc1ccc(Br)cc1)N/N=C1/SCC(=O)N1Cc1ccco1	-3	-4	-6	15	0	1	-12	-0.4	1	1.1
CN1CC(=O)N(CC(=O)Nc2ccc(Br)cc2F)C1=O	-4	17	-13	6	-5	1.1	-2	3.2	1	1
N#CCCn1cc(C(=O)Nc2ccccc2Br)c(-c2cccs2)n1	-4	-26	-10	-2	-6	1.1	2	1.6	1	1

(more compounds)
SMILES	TNAP inh hi DEA	APP transl inh	TNAP inh no acc	L major viab	FLuc inhib CS	FLuc stim CS	bIAP inhibitor	RAM inhibit	TNAP act hiacc	bIAP activator
CCOc1ccccc1OCCN1CCC(Cc2ccccc2)CC1	-1	10	-2	99*	-3	1	8	1.2	1	0.9
Cc1cccc(OCCC(=O)OCC(=O)N2CCc3ccccc32)c1	-7	-5	-9	-6	-1	1	1	0.9	1.1	1
CCCS(=O)(=O)N1CCN(S(=O)(=O)c2ccc(F)cc2)CC1	0	-9	-5	3	-4	1	9	3.6	1	0.9
Cc1cccc(OCCCC(=O)Nc2ccc(S(N)(=O)=O)cc2)c1	1	9	2	-2	-5	1.1	-3	1.1	1	1
Cn1c(=O)c2c(ncn2CC(O)CNc2ccc(Cl)cc2)n(C)c1=O (stereo not given)	-1	23	-3	-1	-12	1.1	7	1.5	1	0.9
Cc1cc(-c2n[nH]c(=S)n2/N=C/C(Cl)=C/c2ccccc2)n[nH]1	8	4	-64	70*	-4	1	2	3.3	0.9	1
CC1(C)CC(=O)C(C=NCCc2ccccn2)=C(O)C1	0	6	-4	0	-4	1	14	1.4	1	0.9
CCN(C(=O)c1cn(C)c(=O)c2cc(OC)c(OC)cc12)c1cc(OC)ccc1OC	4	6	-2	0	4	1	3	-1.3	1	1
CCC(C)(C)n1nnnc1CN(Cc1cc2cc(OC)ccc2[nH]c1=O)C1CCCC1	-5	2	-5	98*	-4	1	-7	0.2	1.1	1.1
Cc1ccc(C(=O)CSc2nc(C(C)C)nc3ccccc23)cc1	-1	0	-4	8	-1	1	10	4.2	1	0.9
COCCNC(=O)/C(C#N)=C/c1cc(C(C)C)c(OC)cc1C	-6	-6	-15	17	-8	1.1	-7	3.0	1.1	1.1
Cc1ccc(OCCOCCN(C)C)c(Cl)c1	-6	-22	-12	85*	-2	1	-15	0.8	1.1	1.1
COC(=O)[C@H](Cc1ccccc1)NC(=O)NCc1ccccc1OC	-5	2	-4	-3	-3	1	21	1.2	1	0.8
Cn1c(N)c(C(=O)NCc2ccccc2)sc1=S	-5	7	0	-11	-9	1.1	8	1.2	1	0.9
Cc1cc(C)n(S(=O)(=O)c2ccc3ccccc3c2)n1	-6	4	-9	6	0	1	16	0.6	1.1	0.8
CCOc1ccc(-c2n[nH]c(=S)n2/N=C/c2cc3c(cc2[N+](=O)[O-])OCO3)cc1	3	15	-32	53*	-7	1.1	4	5.7	1	1
CCO/N=C(\C)c1c(O)cc(C(C)C)n(-c2ccccc2)c1=O	2	14	-16	45	-4	1	-2	0.5	1	1
O=C1NC(=S)N/C1=C/c1cccc([N+](=O)[O-])c1	1	-5	-25	25	-2	1	-5	2.4	1	1
COc1ccc(C2C(C(=O)Nc3cccc(C)n3)c3ccccc3C(=O)N2C)cc1 (stereo not given)	-4	-8	-12	3	-6	1.1	-1	2.7	1	1
COc1ccc(C)cc1S(=O)(=O)N(C)CC(=O)NCc1ccco1	0	1	-2	-7	-5	1	-4	0.7	1	1
O=C(Nc1nc2ccc(S(=O)(=O)N3CCCCC3)cc2s1)C1CCCO1 (stereo not given)	-5	-2	-14	-8	-6	1.1	0	0.5	1	1
O=C(O)c1cc(-c2ccco2)nn1-c1cccc(Cl)c1	1	-27	-8	-10	2	1	-7	2.4	1	1.1
C=CCNC(=O)CCCCC(=O)NCC=C	0	-1	-8	-7	-6	1.1	7	5.1	1	0.9
CC(C)(C)OC(=O)C(C)(C)O/N=C(\C(=O)O)c1csc(N)n1	-2	-3	-4	-1	-4	1	-24	1.1	1	1.2
CCOC(=O)Nc1nc(-c2ccccc2)c(C(=O)c2ccccc2)s1	-3	94*	-11	6	-2	1	10	4.3	1	0.9
CCOC(=O)N1CCN(C(=O)c2cnn(-c3ccccc3)c2NC(=O)c2ccccc2F)CC1	-8	.	-1	.	-3	1	-4	0.0	1.1	1
CCOC(=O)N1CCN(c2ccccc2O)CC1	-4	-21	-9	1	-5	1.1	7	0.0	1	0.9
COc1ccc(NC(=O)Cc2coc3cc(C)ccc23)cc1S(=O)(=O)N1CCOCC1	-2	-5	-9	-6	3	1	7	0.8	1	0.9
CCN1CCCC1CNC(=O)C(=O)NCCc1ccc(OC)c(OC)c1 (stereo not given)	-1	-12	-5	15	-3	1	-31	-0.1	1	1.3
CCN(C(=O)COC(=O)/C=C/c1cccc([N+](=O)[O-])c1)c1ccccc1	1	-14	3	2	-4	1	-10	3.1	1	1.1
CC(C)(C)c1ccc(/C=C/C(=O)N2CCc3ccccc3C2)cc1	-3	0	-8	-5	1	1	21	4.6	1	0.8
O=C(NN=C1CCCCCCC1)c1ccccn1	-4	-170	-3	-5	-3	1	-6	1.7	1	1.1
CNCc1cc2ccc(C)cc2[nH]c1=O	-5	6	-10	-3	-10	1.1	6	2.5	1	0.9
Cc1cccc(NC(=O)CSc2ccc(-c3ccc4c(c3)OCO4)nn2)c1C	4	-2	7	-6	0	1	2	3.7	1	1
O=C(CSc1nc2ccsc2c(=O)n1Cc1ccc(C(=O)O)cc1)NCc1ccco1	-2	-4	-4	-5	-8	1.1	7	1.8	1	0.9
COc1ccc(CCNC(=O)[C@@H](NC(N)=O)C(C)C)cc1	0	18	-6	19	-4	1	0	0.4	1	1
CCC(C)n1c(NC(=O)c2ccccc2)c(C#N)c2nc3ccccc3nc21 (stereo not given)	-1	4	10	49	-10	1.1	18	.	1	0.8
COc1cc(CN2CCC(C(=O)N3CCN(c4ccccc4F)CC3)CC2)cc(OC)c1O	-8	-4	-14	8	-9	1.1	-1	0.5	1.1	1
Oc1c(C(Nc2ccccn2)c2cccnc2)cc(Cl)c2cccnc12 (stereo not given)	-7	30	-17	94*	-4	1	14	1.3	1.1	0.9
